Source: PubChem (National Center for Advancing Translational Sciences (NCATS))
CCT modulator: modulators of cytosolic chaperonin (CCT/TRiC) activity; purified chaperonin ATPase assay, HTRF ADP detection, 30 min; activity change, % (concentration not given with the values), hits read low; 0.3% of 360,000 active; in the data active means activity change below about -30%; further: on the % scale 0 is the no-effect control and ±100 the full control effect
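Enzyme 40 or 20 nM (batch-dependent) in Tris pH 7.4/KCl/MgCl2/DTT; cpd 76 uM single point; ATP 10 uM; 30 min 37 °C; Transcreener ADP HTRF detection, 30 min RT; ratio 665/615.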
PI5P4Ka inh: inhibitors of human PI5P4K alpha; 1.2% of 330,000 active; P48426; PI5P4Kalpha enzyme, ADP-Glo luminescence, 60 min; active compounds read low; max response, %; active means max response of -50% or lower; inconclusive means between -30% and -50%; inactive means -30% or higher; further: value at the top dose of about 77 µM; on the % scale 0 is the no-effect control and ±100 the full control effect
Target sequence (P48426 whole entry, looked up): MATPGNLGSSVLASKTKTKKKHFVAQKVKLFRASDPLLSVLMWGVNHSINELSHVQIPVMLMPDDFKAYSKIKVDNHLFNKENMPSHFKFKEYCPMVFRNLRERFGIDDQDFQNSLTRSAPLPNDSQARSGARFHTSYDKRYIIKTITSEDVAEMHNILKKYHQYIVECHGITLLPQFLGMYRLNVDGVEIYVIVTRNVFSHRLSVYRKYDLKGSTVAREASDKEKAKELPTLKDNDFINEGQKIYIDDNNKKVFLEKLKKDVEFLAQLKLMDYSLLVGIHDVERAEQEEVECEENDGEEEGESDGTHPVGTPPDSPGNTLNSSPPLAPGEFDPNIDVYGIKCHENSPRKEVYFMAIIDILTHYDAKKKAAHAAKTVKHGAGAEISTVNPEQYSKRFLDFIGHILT
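Enzyme plus substrate dispensed, test compounds pinned in, then ATP (5 microM final) added. After 60 min at RT, ADP-Glo reagent 1 for 45 min and reagent 2 for 30 min preceded luminescence imaging.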
EPAC2 ag: agonists of human EPAC2 (RAPGEF4); Q8WZA2; EPAC2 activation, biochemical qHTS; response scale: 100% = 6.5 mM cAMP response; Potency, µM (titrated, usually from 154 µM), for inactives: at the top dose activation, hits mostly activators; 0.079% of 360,000 active; further: potency means the concentration at half of the fitted maximal effect; nearly all actives have a fitted effect of over 50% in size
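Setup: EPAC2 100 nM, labeled Rap1B complex 250 nM, free GDP 50 uM. Compound titrations pinned in, brief spin, 5 min room temperature incubation. Kinetic fluorescence read over 30 min, normalized to 6.5 mM cAMP.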
PLK1 PBD inh: inhibitors of human PLK1 polo-box domain binding | P53350 | Plk1 PBD binding of FITC phosphopeptide, fluorescence polarization | Potency, µM, for the others: max response, negative = inhibition, usual class: inhibitors | 2.8% of 360,000 active; further: potency means the concentration at half of the fitted maximal effect; series mostly up to about 57 µM; on the % scale 0 is the no-effect control and ±100 the full control effect; nearly all actives have a fitted effect of over 65% in size
EPAC1 antag: antagonists of human EPAC1; EPAC1 GEF assay, Rap1b-BODIPY-GDP exchange fluorescence; O95398; Potency, µM (top dose mostly 115 µM), for the others: top-dose activity change, negative = inhibition, most hits filed as inhibitors; 0.14% of 360,000 active;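 further: potency means the concentration at half of the fitted maximal effect; plate controls were vehicle for no effect and positive control for full effect; nearly all actives have a fitted effect of over 50% in size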
WRN helicase inh: inhibitors of human WRN helicase; Q14191; WRN helicase unwinding, fluorescent forked duplex, kinetic; Potency, µM (titrated, usually from 114 µM), without a hit: at the highest dose activity change, negative = inhibition, most hits filed as inhibitors; 0.46% of 360,000 active; AID 651768; further: potency means the concentration at half of the fitted maximal effect; on the % scale 0 is the no-effect control and ±100 the full control effect; nearly all actives have a fitted effect of over 55% in size
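Kinetic red-fluorescence monitoring (525/598 nm) tracks WRN helicase activity after 100 nM fluorophore-quencher forked duplex and 2 mM ATP are added to 20 nM enzyme pretreated 15 min at room temperature with compound.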
IL2 activator: activators of IL-2. 0.065% of 360,000 active. AID 652025. activation, % (series mostly up to about 46 µM). IL-2 activation reporter assay, cell-based qHTS; stimulated with anti-CD3/CD4/CD28 beads; in transgenic mouse T cells; in the data active means activation above about 50%; inconclusive means mostly about 30% to 49%; further: 0% is about no effect
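Unstimulated transgenic mouse T cells preincubated 60 min with compound, then stimulated with anti-CD3/anti-CD4-coated beads plus anti-CD28 for 18 h at 37 degrees C. IL-2 response read as EGFP and DsRed fluorescence by plate cytometry.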
EPAC1 agonist: EPAC1 (human) agonism. 0.073% of 360,000 active. Potency, µM (series often up to 154 µM), inactives show at the top dose activation, usual class: activators. O95398. EPAC1 agonist qHTS, biochemical assay; response scale: 100% = response to 6.5 mM cAMP; further: potency means the concentration at half of the fitted maximal effect; nearly all actives have a fitted effect of over 60% in size
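Fluorescent GDP-exchange assay: 100 nM EPAC1 with 250 nM Rap1B preloaded with BODIPY-GDP and 50 uM GDP; compounds tested as concentration series, 5 min at room temperature, then read every 5 min for 30 min (ex 480/em 540 nm); normalized to 6.5 mM cAMP.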
* marks the source's active call; other numbers are inactive results; ? = inconclusive; . = no result given; [ ] = another dose, or the depositor's remark. Unless noted, the call rests on the fitted dose curve; in most records, active means well fitted curve in the direction sought with a large enough effect; inconclusive means small, poorly fitted or top-dose-only effect, or another doubt; inactive means no such curve, though single readings can be large; an effect the other way counts as inactive or inconclusive. These rows are one share of the data; the hit share may differ from the screen's.

The line under a structure holds: CCT modulator	PI5P4Ka inh	EPAC2 ag	PLK1 PBD inh	EPAC1 antag	WRN helicase inh	IL2 activator	EPAC1 agonist
CC1CCC2(CC1)NC(=O)N(CC(=O)c1cn(CCC#N)c3ccccc13)C2=O (stereo unspecified)
    0.5	2	6%	0%	-3%	5%	-0.5	-13%
O=C(NCc1ccncc1)c1ccc(-c2ccc(F)c(F)c2)c2ccoc12
    -1.1	3	15%	1%	-3%	-2%	-1.1	4%
Cc1cccc(NC(NC(=O)c2cccnc2)C(Cl)(Cl)Cl)c1 (stereo unspecified)
    -2.2	2	5%	0%	-14%	-4%	-1.2	2%
O=C(Nc1ccc(-c2nnc(-c3ccco3)o2)cc1)C(c1ccccc1)c1ccccc1
    -0.1	4	?	2%	-12%	-7%	1.2	0%
O=c1c(Oc2ccccc2)coc2cc(O)cc(O)c12
    0.2	0	0%	4%	-6%	8%	0.4	-24%
Cc1cnc(NC(=O)NCC2CCCC(CNC(=O)Nc3ncc(C)s3)C2)s1 (stereo unspecified)
    0.1	0	12%	-12%	-7%	-11%	-1.0	-2%
Cn1c(Cn2c(=O)sc3ccccc32)nnc1SCc1ccccc1
    0.3	0	5%	-2%	?	-1%	1.8	1%
CSc1ccc(/C=N/NC(=O)c2cccc(Cl)c2)cc1
    -0.7	1	-5%	-8%	4%	-1%	-2.4	-1%
Cc1c([N+](=O)[O-])c(C(=O)NC2CCCCC2)nn1C
    -0.2	-2	10%	-3%	-17%	9%	-1.0	-11%
C=CCn1c(SCC#N)nc2ccccc2c1=O
    -1.2	6	-10%	-4%	14%	0%	0.3	-5%
O=C(Nc1ccccc1C(=O)N1CCCCC1)c1cccs1
    -2.4	2	1%	-5%	14%	2%	-1.8	8%
c1ccc(Cn2nnc3c(NCc4ccc5c(c4)OCO5)ncnc32)cc1
    -0.4	0	2%	1%	-10%	3%	-4.1	-1%
COc1ccccc1CNc1nc(-c2ccccc2CO)c2sccc2n1
    -2.1	-6	18%	1%	2%	1%	-0.1	-19%
Cc1cc(-c2nc3ncccc3o2)ccc1N
    1.5	-6	0%	0%	1%	3%	-0.6	-1%
Cc1cc(O)c(C(=O)/C=C/c2ccccc2Br)c(=O)o1
    -3.9	-70*	0%	-7%	?	-14%[57.1 µM]	-1.6	-8%
CCN(C(=O)c1ccnc(C(C)(C)C)c1)c1ccccc1
    -2.3	.	2%	-9%	0%	0%	0.1	7%
CCCn1nnc(NC(=O)/C=C/c2ccco2)n1
    1.3	-16	11%	-8%	28%	8%	-1.8	-9%
CN(C)S(=O)(=O)c1ccc(Cl)c(C(=O)NNC(=O)c2ccc3c(c2)OCO3)c1
    2.2	-1	-1%	1%	-1%	-1%	-0.2	-3%
Cc1cc(NC(=O)COC(=O)c2ccccc2[N+](=O)[O-])no1
    0.5	2	2%	2%	-10%	-1%	0.3	-9%
NS(=O)(=O)c1ccc(N2N=C(c3ccccc3)CC2c2ccccc2Cl)cc1 (stereo unspecified)
    1.1	-23	6%	-2%	-27%	-5%	-0.2	5%
Cc1cc(C)c(CN2CCC(n3nccc3NC(=O)C3CCCC3)CC2)cc1C
    0.7	4	-5%	-3%	-6%	-22%	-0.9	-9%
COc1ccc(-n2nc3c(c2NC(=O)c2c(F)cccc2Cl)CS(=O)C3)cc1 (stereo unspecified)
    -2.5	-3	4%	4%	6%	7%	0.2	-5%
O=[N+]([O-])c1ccc(Sc2n[nH]c(-c3ccccc3)n2)nc1
    -2.0	1	3%	-19%	3%	-4%	-3.3	16%
C/C(CC(C)C)=N\Nc1ccc(S(N)(=O)=O)cc1[N+](=O)[O-]
    -6.9	-3	-4%	0%	-4%	-6%	0.1	8%
O=C(Nc1ccccc1Cc1ccccc1)c1oc2ccccc2c1COc1ccccc1
    1.0	18	22%	-9%	-15%	-10%	-0.9	4%
Cc1ccc2c(c1)N(S(=O)(=O)c1ccc(CN3C(=O)c4cccnc4C3=O)s1)CCO2
    -2.0	2	6%	-7%	-28%	3%	-1.8	-10%
O=C(c1cccc(OC(F)F)c1)N1CCN(c2ncccn2)CC1
    -3.6	-5	6%	-2%	11%	6%	-0.4	-1%
CC(C#N)Sc1ccc(S(=O)(=O)N2CCCCC2)cn1 (stereo unspecified)
    0.8	1	7%	?	7%	-5%	0.9	4%
C=CCSc1nc2sc(-c3ccccc3)cc2c(=O)n1N
    1.3	7	-4%	2%	-6%	3%	-0.2	-5%
COC(=O)c1ccc(N2CCN(c3ccccc3)CC2)nc1
    -2.5	4	8%	-6%	24%	1%	1.0	3%
CCCc1c(C)c2ccc(OCC(C)=O)cc2oc1=O
    -0.3	1	4%	-4%	0%	4%	-0.6	16%
O=C1c2cccc(Cl)c2C(=O)c2c1cccc2N1CCCC1
    -2.9	4	5%	-23%	-29%	-25%	0.3	6%
CNC(=O)NC(=O)C(C)OC(=O)CCCSc1nc2ccccc2s1 (stereo unspecified)
    0.6	-2	-9%	2%	-2%	4%	2.5	-5%
CC(=O)[C@]1(O)Cc2c(O)c3c(c(O)c2[C@@H](O[C@H]2C[C@H](N)[C@H](O)[C@H](C)O2)C1)C(=O)c1ccccc1C3=O
    -3.9	8	112µM*	5.3µM*	127%[activator]	32µM*	0.2	100µM*
CN(C)S(=O)(=O)c1ccc(NC=C(C#N)C#N)cc1
    -3.1	?	11%	-11%	10%	-12%	1.7	7%
N#C/C(C(=O)NCc1ccccc1)=C1/N=C(NC(=O)c2cccs2)c2ccccc21
    -2.4	3	-2%	-2%	0%	-3%	1.3	3%
Cc1ccc(C)c(N2N=C(C(=O)Nc3cccnc3)CCC2=O)c1
    0.8	-1	10%	0%	-5%	-1%	-0.4	11%
CN(CC(=O)Nc1ccc(F)cc1)C(=O)COC(=O)CNC(=O)c1sc2ccccc2c1Cl
    0.7	-4	8%	2%	-13%	-4%	-0.8	-10%
O=C(Nc1ccc2oc(-c3cccc4ccccc34)nc2c1)c1ncn[nH]1
    -2.2	-2	0%	-4%	-2%	-14%	0.3	3%
Cc1nn(-c2ccc(Cl)cc2)c2sc(C(=O)c3c(N)n(C)c(=O)n(C)c3=O)cc12
    -1.3	3	2%	-9%	0%	6%	-0.8	6%
CC(=O)Nc1ccc(N=Nc2ccc(O)cc2)cc1
    -3.3	-4	-4%	7%	6%	-9%	-3.8	-5%
COC(=O)Nc1sc2nc(C)cc(C)c2c1-n1cccc1
    -1.6	.	5%	-10%	-21%	2%	-1.3	-11%
O=C(c1cc2sccc2n1Cc1ccccc1)N1CCN(c2nc3ccccc3s2)CC1
    -0.8	2	-1%	-5%	0%	-12%	-2.7	7%
Cc1ccccc1CN1CCC(n2nccc2NC(=O)CCOc2ccccc2)CC1
    -0.8	3	0%	-14%	14%	-4%	-0.8	-5%
NC(=O)C1CCN(CC(=O)Nc2cc(Cl)ccc2Oc2ccccc2)CC1
    -0.3	-4	3%	0%	-8%	-1%	0.4	6%

Compounds above with two or more sulfur atoms (7):
The line under a structure holds: CCT modulator	PI5P4Ka inh	EPAC2 ag	PLK1 PBD inh	EPAC1 antag	WRN helicase inh	IL2 activator	EPAC1 agonist
Cc1cnc(NC(=O)NCC2CCCC(CNC(=O)Nc3ncc(C)s3)C2)s1 (stereo unspecified)
    0.1	0	12%	-12%	-7%	-11%	-1.0	-2%
Cn1c(Cn2c(=O)sc3ccccc32)nnc1SCc1ccccc1
    0.3	0	5%	-2%	?	-1%	1.8	1%
Cc1ccc2c(c1)N(S(=O)(=O)c1ccc(CN3C(=O)c4cccnc4C3=O)s1)CCO2
    -2.0	2	6%	-7%	-28%	3%	-1.8	-10%
CC(C#N)Sc1ccc(S(=O)(=O)N2CCCCC2)cn1 (stereo unspecified)
    0.8	1	7%	?	7%	-5%	0.9	4%
C=CCSc1nc2sc(-c3ccccc3)cc2c(=O)n1N
    1.3	7	-4%	2%	-6%	3%	-0.2	-5%
CNC(=O)NC(=O)C(C)OC(=O)CCCSc1nc2ccccc2s1 (stereo unspecified)
    0.6	-2	-9%	2%	-2%	4%	2.5	-5%
O=C(c1cc2sccc2n1Cc1ccccc1)N1CCN(c2nc3ccccc3s2)CC1
    -0.8	2	-1%	-5%	0%	-12%	-2.7	7%

Structural class, the entries above with an NH in an aromatic ring
The line under a structure holds: CCT modulator	PI5P4Ka inh	EPAC2 ag	PLK1 PBD inh	EPAC1 antag	WRN helicase inh	IL2 activator	EPAC1 agonist
O=[N+]([O-])c1ccc(Sc2n[nH]c(-c3ccccc3)n2)nc1
    -2.0	1	3%	-19%	3%	-4%	-3.3	16%
O=C(Nc1ccc2oc(-c3cccc4ccccc34)nc2c1)c1ncn[nH]1
    -2.2	-2	0%	-4%	-2%	-14%	0.3	3%
